Assay outcomes as filed in PubChem BioAssay.
TNAP inh no acc – blocks human TNAP activity with no phosphate acceptor present; P05186; purified TNAP, CDP-star luminescence, 30 min; inhibition, % at 20 µM; 200,000 tested, 0.26% active; AID 1012;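 active = tissue-nonspecific alkaline phosphatase inhibition above about 50% at 20 µM in the single-dose screen, limit read from the data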;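 also: 0% = DMSO negative control and 100% = EDTA positive control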
Target sequence (P05186 whole entry, looked up): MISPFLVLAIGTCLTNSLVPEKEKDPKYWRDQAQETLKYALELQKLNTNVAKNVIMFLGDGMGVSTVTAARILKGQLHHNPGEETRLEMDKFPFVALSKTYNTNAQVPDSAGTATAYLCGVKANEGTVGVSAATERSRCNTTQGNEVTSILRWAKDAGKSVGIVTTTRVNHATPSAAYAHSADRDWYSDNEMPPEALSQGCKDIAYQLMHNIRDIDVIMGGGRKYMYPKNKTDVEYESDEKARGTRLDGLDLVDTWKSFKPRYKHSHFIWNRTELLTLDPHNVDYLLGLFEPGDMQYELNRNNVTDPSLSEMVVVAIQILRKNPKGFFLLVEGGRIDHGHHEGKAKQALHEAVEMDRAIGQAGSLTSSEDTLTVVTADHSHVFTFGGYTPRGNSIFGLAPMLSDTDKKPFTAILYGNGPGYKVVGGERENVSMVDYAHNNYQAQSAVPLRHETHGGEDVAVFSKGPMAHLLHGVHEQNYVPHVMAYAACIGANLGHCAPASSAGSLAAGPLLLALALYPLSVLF
PPARg SRC-2 ag – promotes SRC-2 coactivator recruitment by human PPARgamma; 200,000 tested, 0.34% active; PPARgamma LBD-SRC-2 recruitment, biochemical; activation, % at 8 µM; in the data active = activation above about 22%;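 also: 0% = vehicle and 100% = reference agonist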
PPARg SRC-1 ag – promotes SRC-1 coactivator recruitment by human PPARgamma. P37231. PPARgamma-SRC-1 coactivator recruitment biochemical assay. activation, % at 8 µM. 200,000 tested, 0.41% active; in the data active = activation above about 19%;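 also: 0% = DMSO and 100% = reference agonist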
Efa HMGR inh – inhibitors of class II HMG-CoA reductase from Enterococcus faecalis | purified E. faecalis HMGR, NADPH absorbance 340 nm kinetic | inhibition, % at 10 µM | 190,000 tested, 0.41% active | AID 1066;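 active = inhibition above a set limit, the median over all tested compounds plus 3 SD, cut at about 9.5% in these data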;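 also: enzyme runs in reverse so mevalonate oxidation gives rising NADPH absorbance; 0% = complete reaction with DMSO and 100% = background rate lacking mevalonate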
PPARg SRC3 recr – PPARgamma-driven SRC-3 recruitment agonism. P37231. biochemical PPARgamma/SRC-3 coactivator recruitment assay. activation, % at 8 µM. 200,000 tested, 0.26% active. AID 731; in the data active = activation above about 23%;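 also: 0% = DMSO and 100% = reference agonist; some compounds past the cut are filed as inactive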
SRC2 TRFRET art – TR-FRET artefact, counter-screen to PPARgamma/SRC-2 agonist assay; hits give high values; TR-FRET ratio at 8 µM; 200,000 tested, 0.4% active; in the data active = TR-FRET ratio above about 2000; also: inactives centre near 1500
bIAP inh – blocks bovine intestinal alkaline phosphatase activity | purified bovine IAP, CDP-star luminescence, 30 min | inhibition, % at 20 µM | 190,000 tested, under 10 active | AID 1019;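 active = over 50% inhibition of intestinal alkaline phosphatase at 20 µM in the single-dose screen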
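Incubation: 30 min reaction at room temperature / Material: purified bovine intestinal alkaline phosphatase (IAP) enzyme / Input: enzyme at 1/65,000,000 dilution / Dosing: 20 µM single dose / Signal: CDP-star luminescence signal / Reagent: CDP-star chemiluminescent phosphatase substrate, 30 µM final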
TNAP inh hiacc – inhibitors of human TNAP at high phosphate acceptor concentration | P05186 | purified TNAP, CDP-star luminescence, 1 M DEA | inhibition, % at 20 µM | 200,000 tested, 0.03% active | AID 1135;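 active = over 50% inhibition of tissue-nonspecific alkaline phosphatase at 20 µM in the single-dose screen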;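 also: plate controls were DMSO wells for no effect and EDTA-quenched wells as full inhibition for full effect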
TNAP act hiacc – TNAP (human) activation, high acceptor; purified TNAP, CDP-star luminescence, 1 M DEA, 30 min; hits give high values; 0 = EDTA background, 1 = DMSO-only activity; activation factor at 20 µM; 200,000 tested, under 10 active; AID 1136;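 active = activation factor at least 2 at 20 µM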
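Measured by: Luminescent substrate turnover signal | Test system: Human TNAP | Input: TNAP 1/800 final | Dosing: 20 µM single point | Schedule: 30 min, room temperature | Controls: EDTA wells as negative control, DMSO wells as positive control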
bIAP act – increases bovine intestinal alkaline phosphatase activity; purified bovine IAP, CDP-star luminescence, 30 min; hits give high values; fold of DMSO-control signal, blank-subtracted; activation factor at 20 µM; 200,000 tested, 0.17% active; AID 1016;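 active = activation factor of 2 or more at 20 µM, a signal rise over negative controls twice the positive control's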
Starred values were filed as active, the others as inactive; . = not tested or not shown. An unsorted share of the library, and some 1.6% of all compounds hit somewhere here.

The line under a structure holds: TNAP inh no acc	PPARg SRC-2 ag	PPARg SRC-1 ag	Efa HMGR inh	PPARg SRC3 recr	SRC2 TRFRET art	bIAP inh	TNAP inh hiacc	TNAP act hiacc	bIAP act
CS(=O)(=O)N1CCC(C(=O)NCCc2ccccc2)CC1
→ -21	6	4	-6	6	1636	7	-4	1	0.9
COc1ccc(S(=O)(=O)N2CCCN(CCC(=O)Nc3cccc(C(F)(F)F)c3)CC2)cc1
→ -8	6	-2	-1	-4	1483	-8	-5	1	1.1
O=C(O)CCc1n[nH]c(=S)[nH]c1=O
→ 0	7	2	-8	0	1440	-6	-1	1	1.1
O=C(CN1C(=O)C2CC=CCC2C1=O)NCc1cccs1 (stereo not drawn)
→ -8	5	2	-6	5	1390	-13	-3	1	1.1
Cc1ccc(S(=O)(=O)NCc2ccncc2)cc1C
→ -15	4	-3	1	-3	1551	8	-9	1.1	0.9
CC(C)(C)c1cnnn1-c1ccc(NC(=O)c2ccc(Br)o2)cc1
→ -13	-2	9	-8	5	1652	-5	-4	1	1
Cn1nc(-c2ccc(N3CCOCC3)c(NS(=O)(=O)c3ccccc3)c2)c2ccccc2c1=O
→ -5	18	5	1	7	1594	10	-3	1	0.9
COc1ccc(-n2c(C)cc(/C=C3\SC(=S)NC3=O)c2C)cc1
→ 28	1	-3	1	11	1555	45	20	0.8	0.5
COc1ccc(-n2c3c(cc(C(=O)Nc4ccc(C)cc4)c2=O)C(=O)CCC3)cc1
→ .	-4	-3	.	-7	1576	.	.	.	.
CC(=O)c1sc(NC(=O)c2cc(=O)c3ccccc3o2)nc1C
→ -11	1	-5	-6	-1	1161	3	4	1	1
COC(=O)c1ccc(CN2CCN(Cc3ccc(C(=O)OC)o3)CC2)o1
→ -18	4	0	0	-3	1232	-9	-8	1.1	1.1
COc1cc(C(=S)N2CCCC2)cc(OC)c1O
→ -13	18	2	-1	9	1517	-5	-5	1	1.1
COCC1CCN(C(=O)c2cc(COc3ccc4ncccc4c3)on2)CC1
→ -9	10	4	0	1	1634	5	-6	1.1	0.9
COc1cccc2c(=O)n(CC(=O)N3CCCCCC3)ccc12
→ -13	4	-3	-4	2	1522	3	-5	1.1	1
Cc1ccc(N(C(C)C(=O)Nc2cccc(N(C)S(C)(=O)=O)c2)S(C)(=O)=O)cc1 (stereo not drawn)
→ -12	16	6	-4	2	1813	6	-8	1.1	0.9
O=C(CN1CCN(Cc2cccc(Cl)c2)C1=O)NCc1ccccn1
→ -19	6	9	-3	2	1613	4	-3	1	1
CCN(NC(=O)C(O)(c1ccccc1)c1ccccc1)C(=O)c1ccccc1
→ -22	-3	0	-3	3	1602	44	-3	1	0.6
CCOCCCNC(=O)c1ccc2c(=O)n(Cc3ccc(OC)cc3)c(=O)[nH]c2c1
→ -8	2	4	-4	-1	1681	2	0	1	1
O=C(CCC1CCCC1)c1c(O)c2ccccc2oc1=O
→ 1	0	1	3	-6	1580	18	0	1	0.8
Cc1c(-c2ccccc2)cn2c1-c1ccc(C)n1CC2
→ -7	5	-4	1	-5	1410	-4	-3	1	1
COc1cc(OC)c(NC(=O)C(=O)CC(=O)c2ccc(C)cc2C)cc1Cl
→ -2	2	7	-4	9	1595	14	-1	1	0.9
CC1CCCCN1C(=O)Cn1c(=O)n(CCC(=O)NCc2ccco2)c(=O)c2sccc21 (stereo not drawn)
→ -14	10	-4	1	10	1591	9	-6	1.1	0.9
CN(CCC1CCOCC1)C(=O)CC1C(=O)NCCN1Cc1ccoc1 (stereo not drawn)
→ -3	1	12	-5	3	1645	7	0	1	0.9
O=C(CSc1ccccc1)Nc1nnc(/C=C/c2ccccc2)s1
→ -9	4	4	0	-1	1424	-5	1	1	1.1
COc1ccc(-n2nc(C(=O)Nc3nc4ccc(OC)cc4s3)c3ccccc3c2=O)c(OC)c1
→ -25	-6	-3	2	-3	1537	8	-1	1	0.9
CC(=O)Nc1ccc(NC2(C)C(=O)c3ccccc3C2=O)cc1
→ -9	-6	2	2	-13	1420	9	0	1	0.9
O=C(CCC1CCCC1)N1CCN(C(=O)COc2ccccc2)CC1
→ -10	-11	3	-4	-9	1608	-5	-5	1	1.1
CN(C)C(/C=C/Nc1ccccc1F)=C(C#N)C#N
→ -10	1	0	-2	-2	1453	17	4	1	0.8
S=C(Nc1ccc(OCc2ccccc2)cc1)Nc1cccc(Cl)c1Cl
→ -12	1	1	2	-5	1462	17	-1	1	0.8
[O-]/[N+](=C/c1cccnc1)c1ccc(Br)cc1
→ -2	6	-3	-4	-4	1669	4	2	1	1

Only bIAP act, for some of the entries so far:
mol	bIAP act
CC(C)(C)c1cnnn1-c1ccc(NC(=O)c2ccc(Br)o2)cc1	1
Cc1ccc(N(C(C)C(=O)Nc2cccc(N(C)S(C)(=O)=O)c2)S(C)(=O)=O)cc1 (stereo not drawn)	0.9

Carrying on.
The line under a structure holds: TNAP inh no acc	PPARg SRC-2 ag	PPARg SRC-1 ag	Efa HMGR inh	PPARg SRC3 recr	SRC2 TRFRET art	bIAP inh	TNAP inh hiacc	TNAP act hiacc	bIAP act
O=C1C2ON(c3ccccc3)C(c3ccccc3F)C2C(=O)N1c1ccccc1 (stereo not drawn)
→ -2	1	3	-1	7	1455	8	-6	1.1	0.9
COc1ccc(Cn2c(CCC(=O)Nc3ccc(C)c(C)c3)nc3cccnc32)cc1
→ 3	11	6	2	10	1591	-6	-7	1.1	1.1
O=C(O)CC(NC(=O)c1ccc2c(c1)OCO2)c1cccc([N+](=O)[O-])c1 (stereo not drawn)
→ 5	6	7	6	-1	1553	4	-4	1	1
CCN(Cc1ccccc1)c1ccc(/C=N/NS(=O)(=O)c2ccc(C)c([N+](=O)[O-])c2)cc1
→ 0	4	6	1	-3	1533	0	-2	1	1
CCOC(=O)N1CCN(C(=O)c2cc(C)no2)CC1
→ -26	.	.	3	.	.	6	-10	1.1	0.9
COc1ccc(/C(CC2(O)C(=O)Nc3ccccc32)=N\O)cc1 (stereo not drawn)
→ 0	-2	-3	-3	2	1419	1	-2	1	1
c1ccc(CSCCc2ccncc2)cc1
→ 25	2	-4	-2	5	1416	.	-3	1	0.2
Fc1ccc(F)c(C2=NNC(=NCC3CCCO3)SC2)c1 (stereo not drawn)
→ 3	12	2	1	1	1809	-19	3	1	1.2
O=C(COc1ccc(S(=O)(=O)N2CCCC2)cc1)Nc1ccc2c(c1)OCCO2
→ -14	2	7	-4	2	1784	-1	-5	1.1	1
Cc1nc2cc(-c3ccc(Cl)cc3)nn2c(C)c1CCC(=O)NC(C)c1ccc2c(c1)OCCO2 (stereo not drawn)
→ -8	8	-2	4	4	1332	24	-6	1.1	0.8
COc1ccc(N2CC(O)=C(c3nc(-c4ccc(F)cc4)cs3)C2=N)cc1
→ -9	8	19	-5	4	1719	8	3	1	0.9
CCOc1ccc(C(=O)NCCN2CCCC2)cc1
→ -9	-7	-8	-4	2	1355	2	-1	1	1
COC(=O)c1ccc2[nH]c(C)c(CN3CCCC3)c(=O)c2c1
→ -12	13	9	-1	1	1818	6	-6	1.1	0.9
c1ccc(C2=NCCCN2)cc1
→ -1	-4	4	-7	1	1534	6	-6	1.1	0.9
Cc1cc(NC(=O)C2CC(c3cccc(Br)c3)=NO2)no1 (stereo not drawn)
→ -10	1	-8	0	-6	1443	4	-4	1	1
CC(C)c1ccc(NC(=O)COC(=O)CCC(=O)c2cccs2)cc1
→ -4	0	1	0	-5	1510	28	-1	1	0.7
Cn1c(=O)n(C)c2cc([N+](=O)[O-])c(N3CCN(C(=O)c4cccc(F)c4)CC3)cc21
→ -2	-3	-3	-4	0	1511	5	0	1	0.9
CCCCCC(=O)Nc1c(-c2ccc(OC)cc2)c(=O)c2ccccc2n1C
→ -4	3	-2	-2	0	1398	8	0	1	0.9
CCSc1ncnc2sc3c(c12)CCC3
→ -5	12	1	-4	0	1533	12	0	1	0.9
CC(=O)Nc1cc(S(=O)(=O)Nc2cccc(C)c2)c(C)cc1C
→ -5	4	4	-5	5	1614	1	1	1	1
Cc1ccc(S(=O)(=O)/N=C(/Nc2ccc3[nH]c(=O)[nH]c3c2)c2ccccc2)cc1
→ -5	1	-5	0	3	1549	13	-2	1	0.9
CC1CCN(CCCNC(=O)c2n[nH]c(=O)c3ccccc23)CC1
→ 5	-2	10	3	2	1600	-7	-5	1	1.1
Cc1ccc(Cn2c(C)cc3c(c2=O)C(c2cccs2)C(C#N)=C(N)O3)cc1 (stereo not drawn)
→ -6	5	3	-7	13	1700	-6	0	1	1.1
O=C1C2CC=CCC2C(=O)N1c1n[nH]c(-c2ccccc2)n1 (stereo not drawn)
→ 97*	0	-7	-8	3	1595	.	2	1	0.1
CCOC(=O)NC1(NCc2ccccc2)Oc2ccccc2O1
→ 21	10	0	-2	19	1312	12	0	1	0.9
O=C(O)Cn1nnc(-c2cccs2)n1
→ -9	2	-3	-4	7	1592	-1	-5	1	1
COc1cc(CNCCN2CCOCC2)ccc1OCc1ccc(Cl)cc1
→ -14	0	-4	-3	-4	1480	-1	-1	1	1
CSc1nc(N)nc(SCC(=O)Nc2cccc(F)c2)c1C#N
→ -9	-5	-6	-2	-7	1532	17	-2	1	0.8
C/C(=N\NC(=O)C1CC1)c1ccc(Cl)cc1
→ -1	4	7	3	-5	1674	10	-1	1	0.9
